RAD54 branch = inhibitors of human RAD54 branch migration | inhibition, % at 10.4 µM | RAD54 Holliday junction branch migration, FAM/BHQ fluorescence | 360,000 tested, 0.14% active | AID 602329;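 active = mean normalized replicate activity at least 40 and at least half of replicates scoring 40 or more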;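 also: 0% = median of neutral control wells and 100% = median of positive control wells; inhibitors cause a drop in the FAM fluorescence signal; in these data hits start at about 50%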
ARNT-TACC3 inh = ARNT/TACC3 interaction disruption | Q9Y6A5 | AlphaScreen His-ARNT PAS-B/GST-TACC3 binding, luminescence; TACC3 fragment carries E629A point mutation | inhibition, % at 9.99 µM | 390,000 tested, 0.66% active;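 active = mean inhibition of replicates at least 50% and at least half of replicates each reaching 50%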;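 also: 0% = complete ARNT plus TACC3 wells and 100% = ARNT alone without TACC3; many hits fall short of the cut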
ERp5 block = ERp5 (human) disulfide isomerase inhibition. Q15084. ERp5 insulin aggregation, absorbance 650 nm, 90 min. inhibition, % at 9.99 µM. 350,000 tested, 0.05% active. AID 651711;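 active = mean replicate inhibition above about 25%, with every replicate also reaching it, limit read from the data, passing the limit was not always enough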
Target sequence (Q15084 whole entry, looked up): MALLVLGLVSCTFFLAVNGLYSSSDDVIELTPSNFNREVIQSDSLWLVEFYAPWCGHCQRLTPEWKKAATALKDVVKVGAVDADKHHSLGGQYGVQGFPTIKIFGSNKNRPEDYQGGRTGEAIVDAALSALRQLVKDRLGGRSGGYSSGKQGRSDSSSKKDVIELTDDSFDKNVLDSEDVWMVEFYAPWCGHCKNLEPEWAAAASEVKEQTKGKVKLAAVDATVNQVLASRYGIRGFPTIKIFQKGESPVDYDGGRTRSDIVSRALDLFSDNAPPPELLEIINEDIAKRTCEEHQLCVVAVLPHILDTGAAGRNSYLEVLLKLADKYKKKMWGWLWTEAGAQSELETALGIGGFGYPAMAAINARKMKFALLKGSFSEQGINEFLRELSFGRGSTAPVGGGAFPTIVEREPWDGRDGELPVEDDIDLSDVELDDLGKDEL
PglD inh = blocks C. jejuni PglD acetyltransferase activity; purified PglD enzyme, DTNB colorimetric CoA detection; inhibition, % at 12.5 µM; 360,000 tested, 0.098% active; AID 602405; in the data active = inhibition above about 16%, passing the limit was not always enough; also: strong numbers were not always called active
RAD52 anneal inh = blocks human RAD52 DNA annealing; P43351; recombinant RAD52 DNA annealing, FRET fluorescence; inhibition, % at 18.7 µM; 360,000 tested, 0.46% active;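 active = every replicate showing at least 50% inhibition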
Target sequence (P43351 whole entry, looked up): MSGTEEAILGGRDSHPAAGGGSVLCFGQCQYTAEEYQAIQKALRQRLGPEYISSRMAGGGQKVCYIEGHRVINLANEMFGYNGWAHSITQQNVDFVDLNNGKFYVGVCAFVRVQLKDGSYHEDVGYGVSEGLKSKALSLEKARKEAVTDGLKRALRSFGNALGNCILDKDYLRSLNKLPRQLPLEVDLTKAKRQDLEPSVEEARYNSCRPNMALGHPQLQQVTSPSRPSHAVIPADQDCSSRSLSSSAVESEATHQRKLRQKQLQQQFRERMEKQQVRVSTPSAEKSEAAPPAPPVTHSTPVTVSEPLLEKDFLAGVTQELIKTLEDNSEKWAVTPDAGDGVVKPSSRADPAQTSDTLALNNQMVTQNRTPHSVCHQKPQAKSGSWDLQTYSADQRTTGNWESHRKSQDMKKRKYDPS
esBAF inh = blocks esBAF chromatin remodeling in mouse ES cells | Bmi1-luciferase knock-in reporter, 24 h; 100% = twice the neutral-well signal | reporter increase, % at 12.5 µM | 350,000 tested, 2% active | AID 602393; in the data active = activation above about 40%;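 also: 0% = median of the plate's neutral control wells and 100% = double that signal; a rise in the Bmi1 reporter signal indicates esBAF inhibition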
CASP6 VEID inh = blocks human caspase-6 cleavage activity; 350,000 tested, 0.53% active; inhibition, % at 12.5 µM; AID 686996; purified caspase-6, Z-VEID-R110 cleavage fluorescence; P55212;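 active = mean inhibition across replicates at least about 35%, with every replicate also reaching that limit, limit read from the data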;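 also: 0% = median of neutral control wells and 100% = no fluorescence left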
E-sel inducer = E-selectin induction on HUVECs; P16581; HUVEC E-selectin immunofluorescence imaging; normalized: neutral wells 0, TNF-alpha wells 100; activation, % at 7.58 µM; 260,000 tested, 0.37% active; AID 686992;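 active = mean E-selectin-positive cell signal at least 10% of the positive control, reached in at least 60% of replicates, without over 20% cell loss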;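 also: in these data hits start at about 27%; measured in HUVEC primary endothelial cells; signal is the percent of cells scored E-selectin positive by PE staining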
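assay system = HUVEC, human umbilical vein endothelial cells | input = 3,000 HUVEC seeded per well | medium = EGM-2 growth medium on 0.1% gelatin-coated wells | dosing = one compound dose added by pin transfer | signal = immunofluorescence imaging | read-out basis = % PE-positive cells | control set = TNF-alpha, DMSO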
The depositor's hits bear a star; nt = not tested or not shown; & = joins results of further samples.

nr	SMILES	PglD inh	esBAF inh	CASP6 VEID inh	ARNT-TACC3 inh	ERp5 block	RAD54 branch	RAD52 anneal inh	E-sel inducer
1	C[C@@H]1CCCCO[C@H](CN(C)C(=O)c2ccncc2)[C@H](C)CN([C@@H](C)CO)C(=O)c2cc(NC(=O)CCC(F)(F)F)ccc2O1	-4	0	nt	8	nt	1	nt	-0.3
2	CCOC(=O)C1CCN(C(=O)CN2C(=O)NC3(CCCCC3)C2=O)CC1	3	1	3	2	5	4	-11	-0.7
3	Cc1cccc(C(=O)OCC(=O)Nc2ccc(F)cc2)c1	-2	-13	-1	-3	-1	-2	-11	0.0
4	COc1ccccc1S(=O)(=O)Nc1ccc2c(c1)OC[C@@H](C)NC[C@H](C)[C@@H](OC)CN(C)C2=O	0	-4	1	-2	-24	2	-12	0.1
5	Cc1nc2ncnn2c(C)c1Cc1ccccc1Cl	3	-6	1	-1	3	-6	-14	0.8
6	COc1ccc(NC(=O)N2CCCC(CCC(=O)N(C)CCc3ccccn3)C2)cc1 (centres undefined)	nt	nt	7	3	3	nt	-6	nt
7	Cc1noc(C)c1NC(=O)N(C)C[C@H]1Oc2ncc(C#CC3CCCC3)cc2C(=O)N([C@@H](C)CO)C[C@H]1C	-1	-3	-2	-4	-9	5	8	3.9
8	N#Cc1cccc(-c2ccc(C3[C@@H]4CN(C(=O)C5CCCCC5)C[C@H]3N4)cc2)c1 (some centres undefined)	nt	nt	2&1	nt	4&0	nt	15&19	-0.2&0.1
9	Cc1ccc(S(=O)(=O)N[C@@H]2CC[C@H](CC(=O)N3CCN(c4ccccc4)CC3)O[C@H]2CO)cc1	0	17	-1	nt	0	0	2	-1.5
10	CCCN1CCc2c(sc(NC(=O)c3ccc(S(=O)(=O)N(C)c4ccccc4)cc3)c2C(=O)NC)C1	0	2	-3	-7	5	-14	-360	0.2
11	O=C(COC(=O)/C=C/c1ccc(C(F)(F)F)cc1)NC1CCS(=O)(=O)C1 (centres undefined)	1	nt	0	2	1	-10	1	nt
12	O=C(Nc1c(-c2ccccc2)nc2ccccn12)c1cccc(F)c1	4	0	3	3	3	3	-8	-0.1
13	CS(=O)(=O)c1cccc(-c2ccc3nncn3c2)c1	3	-2	-1	nt	5	3	-20	0.1
14	O=C(N[C@@H]1CC[C@@H](CC(=O)N2CCCCC2)O[C@@H]1CO)c1ccccn1	-2	4	1	-6	5	5	-21	-0.1
15	CC(C)CN1C(=O)CSCC1(C)C(=O)Nc1ccc2c(c1)OCCO2 (centres undefined)	nt	nt	2	nt	4	nt	-7	0.0
16	CCCCN(CC)C(=O)Cc1ccc(Br)cc1	nt	nt	-2	-3	3	nt	5	nt
17	COCCNc1nc(N)c([N+](=O)[O-])c(NCC2CCCO2)n1 (centres undefined)	-3	-1	nt	-3	nt	1	nt	0.5
18	CCN(CC)S(=O)(=O)c1ccc(O)c(C(=O)OCC(=O)NC2CCCC2)c1	-1	-3	3	-6	-4	3	-13	nt
19	CC1(CCC(=O)N2CCCC(Nc3ccc(F)cc3)C2)CC1 (centres undefined)	2	-4	0	nt	2	-12	-4	-0.8
20	Cc1nn(-c2nnc(C)c(=O)[nH]2)c(C)c1SCC(=O)Nc1ccc(F)cc1	-4	3	4	41	-12	-1	-20	nt

Sorted by length of the SMILES (highest first): part of the list above
nr	SMILES	PglD inh	esBAF inh	CASP6 VEID inh	ARNT-TACC3 inh	ERp5 block	RAD54 branch	RAD52 anneal inh	E-sel inducer
1	C[C@@H]1CCCCO[C@H](CN(C)C(=O)c2ccncc2)[C@H](C)CN([C@@H](C)CO)C(=O)c2cc(NC(=O)CCC(F)(F)F)ccc2O1	-4	0	nt	8	nt	1	nt	-0.3
8	N#Cc1cccc(-c2ccc(C3[C@@H]4CN(C(=O)C5CCCCC5)C[C@H]3N4)cc2)c1 (some centres undefined)	nt	nt	2&1	nt	4&0	nt	15&19	-0.2&0.1
2	CCOC(=O)C1CCN(C(=O)CN2C(=O)NC3(CCCCC3)C2=O)CC1	3	1	3	2	5	4	-11	-0.7
17	COCCNc1nc(N)c([N+](=O)[O-])c(NCC2CCCO2)n1 (centres undefined)	-3	-1	nt	-3	nt	1	nt	0.5

Continuation:
nr	SMILES	PglD inh	esBAF inh	CASP6 VEID inh	ARNT-TACC3 inh	ERp5 block	RAD54 branch	RAD52 anneal inh	E-sel inducer
21	COc1ccccc1NC(=O)NNC(=O)c1ccncc1	2	nt	-1	-6	3	-6	-11	nt
22	Cc1ncc(CO)c(CNc2ccc(Oc3ccccc3)cc2)c1O	-1	-10	2	5	-3	-8	-30	nt
23	COc1ccc2cc(CCNC(=O)c3ccc(S(=O)(=O)N4CCCC4)cc3)c(=O)[nH]c2c1	0	-10	1	-9	1	-2	4	0.1
24	Cc1ccc(-n2c(SCc3ccc(C#N)cc3)nnc2-c2ccccn2)cc1	-2	-1	nt	0	nt	7	nt	nt
25	CCCCC1(C)OC(=O)C(=Cc2ccc(N(CC)CC)cc2)C(=O)O1 (centres undefined)	4	0	nt	-2	nt	-17	nt	nt
26	CCOC(=O)c1csc(NC(=O)c2ccc(N3C(=O)CCC3=O)cc2)n1	-5	-5	1	2	7	1	-16	4.4
27	O=C(Nc1ccc2[nH]ncc2c1)c1ccccc1Br	-3	27	1	-12	-6	2	4	nt
28	COc1ccc(N2C[C@H](C)[C@@H](CC(=O)Nc3ccc(Br)cc3)C2=O)cc1	1	-4	0	nt	2	-4	-3	0.0
29	CCN(Cc1ccccc1)C(=O)C1CCN(Cc2sccc2C)CC1	-3	5	nt	-2	nt	4	nt	nt
30	C/C(=N\N=C(N)N)c1cccc(Cl)c1	4	2	2	2	11	13	3	0.1
31	CC(C)Cn1cc(C(=O)N2CCC(C)CC2)c2c3ccccc3n(C)c2c1=O	nt	2	0	3	-4	nt	7	-0.4
32	O=C(O)c1cccc(Nc2nc(Nc3ccccc3)nc(N3CCCC3)n2)c1	nt	-5	3	15	0	nt	-28	nt
33	O=C(N[C@@H]1CC[C@H](CCNC(=O)C2CC2)O[C@@H]1CO)c1ccccn1	0	-3	-1	0	0	-8	0	-0.4
34	COc1ccc(C(=O)N2CCCC2(C)C(=O)O)cc1C(F)(F)F (centres undefined)	1	-2	-1	nt	0	11	-3	1.3
35	O=C(Nn1cnnc1)c1cc2c(s1)CCCC2	8	1	nt	-30	nt	-1	nt	nt
36	Cn1c(=O)n(C)c2cc(NS(=O)(=O)c3ccc(Br)s3)ccc21	-1	-5	-4	nt	-3	2	-29	0.1
37	COCC(=O)N(CCc1ccc(OC)cc1)Cc1nc2ccccc2c(=O)[nH]1	-4	2	nt	-4	nt	10	nt	nt
38	COc1ccc(NC(=O)Cn2c([N+](=O)[O-])cnc2C)cc1Cl	-4	-3	-2	-5	4	0	-6	0.0
39	COC(=O)C1=NN(C(=O)c2ccccc2)C(O)(c2ccc([N+](=O)[O-])cc2)C1 (centres undefined)	-5	0	-2	4	2	-3	-2	-0.2
40	CCc1nnc(NS(=O)(=O)c2ccc(NC(=S)NC(=O)c3ccc(OC)c(OC)c3)cc2)s1	nt	nt	4	nt	2	nt	-29	0.2

Complete entries, looked up by structure:
Entry for CCCN1CCc2c(sc(NC(=O)c3ccc(S(=O)(=O)N(C)c4ccccc4)cc3)c2C(=O)NC)C1 → PglD inh = 0; esBAF inh = 2; CASP6 VEID inh = -3; ARNT-TACC3 inh = -7; ERp5 block = 5; RAD54 branch = -14; RAD52 anneal inh = -360; E-sel inducer = 0.2
Entry for Cc1noc(C)c1NC(=O)N(C)C[C@H]1Oc2ncc(C#CC3CCCC3)cc2C(=O)N([C@@H](C)CO)C[C@H]1C → PglD inh = -1; esBAF inh = -3; CASP6 VEID inh = -2; ARNT-TACC3 inh = -4; ERp5 block = -9; RAD54 branch = 5; RAD52 anneal inh = 8; E-sel inducer = 3.9

Next section.
nr	SMILES	PglD inh	esBAF inh	CASP6 VEID inh	ARNT-TACC3 inh	ERp5 block	RAD54 branch	RAD52 anneal inh	E-sel inducer
41	COc1ccc(S(=O)(=O)NC(C)C(=O)Nc2ccccc2C(F)(F)F)cc1 (centres undefined)	-6	-8	nt	5	nt	3	nt	nt
42	CCNC(=O)C[C@@H]1CC[C@@H]2[C@@H](COc3ccc(NC(=O)c4ccc(F)cc4)cc3C(=O)N2C)O1	3	-1	-4	7	2	-7	10	0.2
43	CC(C)c1ccc(O)c(=O)cc1	0	-2	-2	nt	2	1	5	1.5
44	COc1ccc(C(O)c2ncc(-c3cccc(C(F)(F)F)c3)[nH]2)cc1F (centres undefined)	-3	6	3	nt	-1	-6	-19	0.1
45	CCOC(=O)CN1C(=O)C(O)(C2CCc3ccccc3C2=O)c2ccccc21 (centres undefined)	4	-2	nt	-5	nt	0	nt	nt
46	Cc1nc(NC(=O)COC(=O)C2CC3CCCC(C2)C3=O)c(Cl)cc1Cl (centres undefined)	1	-6	0	-4	-5	3	-55	-0.4
47	O=C(NC1CCCCC1)[C@@H]1[C@@H](CO)[C@@H]2Cn3c(cccc3=O)[C@H]1N2Cc1cccnc1	0	2	-3	-1	-3	-2	-12	-0.2
48	CCOC(=O)CC(=O)CSc1nc(-c2ccccc2)cc(-c2ccc(Cl)cc2)c1C#N	-1	-6	nt	19	nt	-3	nt	nt
49	CN(C)S(=O)(=O)c1ccc(C(=O)NCC(=O)N/N=C/c2ccco2)cc1	nt	nt	0	-5	3	nt	-6	nt
50	COc1ccccc1-n1cc(-c2ccccc2)[nH]c1=S	nt	-2	0	-2	6	nt	-40	-0.1
51	O=C(N/N=C/c1ccc(N2CCOCC2)cc1)c1ccc(O)cc1	4	6	16	-5	-4	10	-38	-0.3
52	COc1cccc(C(=O)OCC(=O)c2ccc(Br)s2)c1	6	3	19	-14	-3	-26	-19	nt
53	CC1CN(c2ncnc3c2oc2ccccc23)CC(C)O1 (centres undefined)	1	13	nt	-8	nt	-9	nt	nt
54	CCOC(=O)c1cnc2c(cnn2C)c1NCCCN(C)C	2	4	nt	-5	nt	17	nt	nt
55	COc1ccc(N(CC(=O)Nc2c(C)n(C)n(-c3ccccc3)c2=O)S(=O)(=O)c2ccc(F)cc2)cc1	nt	nt	-2	-6	4	nt	-3	-0.1
56	CC(C)(C)c1cc(OC(=O)c2ccccc2F)ccc1O	-6	3	6	-5	-6	-8	5	7.5
57	O=C1CC(C(=O)N2CCCc3ccccc32)CN1c1ccc(Cl)cc1 (centres undefined)	-1	13	-1	-2	3	-1	-40	nt
58	O=C(NCc1cccnc1)c1ccc2c(c1)C(=O)N(Cc1ccccc1)C2=O	3	1	0	-5	-2	-2	-9	nt
59	CN(CC1CCCN(CCc2ccc(F)cc2)C1)C(=O)CCC(N)=O (centres undefined)	5	-8	-3	-5	4	-22	-2	0.1
60	COc1ccccc1N1CCN(S(=O)(=O)c2c[nH]c(=O)[nH]c2=O)CC1	-2	-6	3	0	-6	-13	-7	-0.2
61	CC(C)CNC(=O)NC1(C(F)(F)F)Oc2ccccc2O1	0	-2	-1	2	6	-5	-10	nt
62	C[C@@H]1CN([C@@H](C)CO)C(=O)c2cc(NS(=O)(=O)c3ccc(Cl)cc3)ccc2O[C@H]1CN(C)S(=O)(=O)c1cccs1	4	-3	2	19	-8	6	-25	0.0

Screens deposited in PubChem BioAssay by Broad Institute.

No enrichment for hits; overall some 3.2% were active at least once.
